From PubChem
ABCB6 inh 2: blocks the human ABCB6 transporter | 360,000 compounds, 0.19% hits | K562-ABCB6 porphyrin accumulation, flow cytometry, 1 h; active compounds read low | fluorescence ratio to DMSO, % at 10 µM | AID 602162 | Q9NP58;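 active = fluorescence ratio to DMSO below 75%, the collection mean minus 3 SD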;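 also: signal is porphyrin accumulated inside mitochondria; 100% equals median channel fluorescence of DMSO control wells; lower ratio means ABCB6 inhibition with less porphyrin fluorescence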
Glyco luc inh: N-linked glycosylation inhibition | D54 ERlucT glycosylation luciferase reporter, 24 h; percent of 100 nM tunicamycin response | reporter increase, % at 12.5 µM | 360,000 compounds, 0.23% hits | AID 588692;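 active = mean luciferase reporter signal, scaled so untreated is 0 and the glycosylation-blocking control 100, at or above a set limit in every replicate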;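 also: luciferase carries N-glycosylation sites so blocking glycosylation raises the light; 0% = median of neutral control wells and 100% = median of 100 nM tunicamycin wells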
TLR9-MyD88 inh: inhibitors of human TLR9-MyD88 binding. AID 504734. 340,000 compounds, 0.21% hits. CHO BLA complementation TLR9-MyD88, CCF4 FRET ratio. Q9NR96+Q99836. inhibition, % at 4.98 µM;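 active = inhibition above the mean over all tested compounds plus 3 SD, cut at about 21% in these data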;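 also: 0% = DMSO only wells and 100% = clavulanate BLA inhibitor control wells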
NOD2-RIPK2 inh: inhibitors of human NOD2-RIPK2 interaction | CHO BLA complementation NOD2-RIPK2, CCF4 ratio | inhibition, % at 4.98 µM | 360,000 compounds, 0.38% hits; in the data active = inhibition above about 21%;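 also: 0% = vehicle only and 100% = reference blocker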
Granule exo inh: blocks lytic granule exocytosis | 360,000 compounds, 0.66% hits | TALL-104 LAMP-1 surface exposure, flow cytometry; cells stimulated with thapsigargin and PMA | inhibition, % at 10 µM;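 active = inhibition above about 55%, limit read from the data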
aDG glyco act: alpha-DG glycosylation activation; Pro5-aDG cells, alpha-DG glycosylation AlphaScreen (IIH6); 0% Pro5, 100% B10-LARGE cell signal; 360,000 compounds, 0.22% hits; activation, % at 10 µM;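 active = activation of at least 8% versus controls, or a plate z-score of at least 8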;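 also: Pro5 are CHO cells carrying HIG-tagged alpha-DG that lacks glycosylation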
MC4R antag cAMP: blocks human MC4R cAMP signaling. P32245. MC4R-expressing cells, MTII-stimulated cAMP, LANCE TR-FRET. inhibition, % at 6.5 µM. 360,000 compounds, 0.48% hits;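 active = inhibition above its plate's cutoff, the mean of tested wells on that plate plus 3 SD, cut at about 29% in these data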;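 also: 0% = Melanotan II alone and 100% = Melanotan II plus saturating MCL0020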
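system = U2OS cells with stable human MC4R expression | also added = Melanotan II challenge after compound preincubation | dosing = one concentration, 6.5 µM nominal | incubation = compound 30 min, challenge 1 h, detection 1 h | measured by = TR-FRET with Eu-cAMP and labeled anti-cAMP, 671 nm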
ABHD5-PLIN5 inh: inhibitors of human ABHD5-perilipin-5 interaction; inhibition, % at 4 µM; 360,000 compounds, 0.78% hits; Q00G26+Q8WTS1; Split G. princeps luciferase complementation, luminescence, 4 h;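 active = inhibition above the mean inhibition across every tested compound plus 3 SD, cut at about 22% in these data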;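 also: 0% = DMSO only wells and the 100% control is not disclosed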
Target sequence (Q00G26 whole entry, looked up): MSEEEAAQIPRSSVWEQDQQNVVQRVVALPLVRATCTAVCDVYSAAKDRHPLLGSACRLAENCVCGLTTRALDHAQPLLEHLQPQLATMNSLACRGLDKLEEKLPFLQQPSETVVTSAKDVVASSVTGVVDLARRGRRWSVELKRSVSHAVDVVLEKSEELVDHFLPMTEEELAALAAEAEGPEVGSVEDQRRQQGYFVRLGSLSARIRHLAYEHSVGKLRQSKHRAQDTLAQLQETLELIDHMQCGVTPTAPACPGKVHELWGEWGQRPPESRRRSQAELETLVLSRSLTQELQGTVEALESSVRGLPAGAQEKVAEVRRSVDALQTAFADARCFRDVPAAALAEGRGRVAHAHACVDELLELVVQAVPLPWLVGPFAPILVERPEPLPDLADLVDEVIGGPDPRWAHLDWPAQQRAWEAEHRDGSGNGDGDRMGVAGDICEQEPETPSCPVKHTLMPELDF
Target sequence (Q8WTS1 whole entry, looked up): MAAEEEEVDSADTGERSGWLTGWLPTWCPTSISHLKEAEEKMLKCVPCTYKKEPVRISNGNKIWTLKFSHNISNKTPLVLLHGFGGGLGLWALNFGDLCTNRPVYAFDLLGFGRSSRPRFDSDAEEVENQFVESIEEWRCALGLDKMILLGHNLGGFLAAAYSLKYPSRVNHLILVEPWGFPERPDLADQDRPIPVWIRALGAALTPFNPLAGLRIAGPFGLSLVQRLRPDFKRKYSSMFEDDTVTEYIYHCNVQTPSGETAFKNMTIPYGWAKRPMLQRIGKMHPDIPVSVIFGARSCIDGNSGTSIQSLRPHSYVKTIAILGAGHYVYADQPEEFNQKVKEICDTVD
Vif inh: blocks HIV Vif function; HEK293T cells, Vif self-association by quenched fluorescence, imaging, 24 h; inhibition, % at 7.49 µM; 340,000 compounds, 0.35% hits; AID 602346; in the data active = inhibition above about 50%, passing the limit was not always enough; also: some results filed as inactive read as strong as hits
MC4R barr agon: activates human MC4R beta-arrestin recruitment | U2OS MC4R beta-arrestin complementation, luminescence; percent of melanotan II response, DMSO zero | activation, % at 8.9 µM | 360,000 compounds, 0.98% hits | AID 540308;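 active = activation above a per-plate cutoff, the mean activation of sample wells on that plate plus 3 SD, cut at about 8% in these data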
* marks the source's active call; other numbers are inactive results; i = inactive; nt = no result given. Some of the compounds tested (hit frequency here may not be typical).

SMILES | ABCB6 inh 2 | Glyco luc inh | TLR9-MyD88 inh | NOD2-RIPK2 inh | Granule exo inh | aDG glyco act | MC4R antag cAMP | ABHD5-PLIN5 inh | Vif inh | MC4R barr agon
CCOCCCNC(=O)C1CCN(C(=O)Nc2ccc(C)cc2)CC1 | 95 | 0 | -10 | -11 | -4 | 0.4 | 5 | -3 | 6 | -0.9
C=CCOc1cccc(C2C(C(=O)c3cc4ccccc4o3)=C(O)C(=O)N2c2cc(C)on2)c1 (configuration not stated) | 100 | 1 | 2 | -4 | 0 | -0.1 | 22 | -19 | 1 | -1.9
CCn1cc(C(=O)NC2CCCCC2)c(=O)c2ccc(C)nc21 | 108 | 3 | 7 | -7 | -2 | 0.0 | 24 | 3 | 12 | -1.0
CN(CC(=O)NC1CCCCCC1)S(=O)(=O)c1ccc2c(c1)n(C)c(=O)c(=O)n2C | 104 | 2 | -3 | -9 | 20 | 0.3 | 7 | 1 | 11 | -0.6
O=C(N/N=C1\CC2CC=CC12)c1ccccc1Cl (configuration not stated) | 89 | 1 | -1 | 1 | 1 | 0.1 | -3 | 9 | 9 | -1.0
COc1ccc(-n2cc(CNC3CCN(C)CC3)c(-c3cccc(F)c3)n2)cc1 | 99 | -4 | -5 | 13 | 43 | 1.9 | 3 | 32* | -2 | 1.2
O=C(N1CCCCCC1)N1CCN(S(=O)(=O)N2CCCCC2)CC1 | 93 | -1 | -22 | -15 | -1 | 0.3 | 8 | -8 | -15 | 0.1
C/C(=N\OCC(=O)O)c1ccc(Cl)cc1 | 96 | 1 | 1 | 1 | 2 | 0.0 | 7 | -11 | -11 | -2.8
Cc1ccc(CNS(=O)(=O)c2ccc3c(c2)NC(=O)C(C)S3)cc1 (configuration not stated) | 103 | -2 | -15 | -8 | 1 | -0.1 | -4 | 6 | 11 | -1.2
c1ccc2c(c1)CCN(C1=Nc3cccc4cccc1c34)C2 | i | -1 | 13 | 9 | 1 | 2.6 | -11 | 4 | -1 | -3.1
Cc1ccc(-c2nnn(CC(=O)N(CC(=O)NC3CCCCC3)c3cccc(F)c3)n2)o1 | 88 | 0 | 1 | -8 | -4 | 0.0 | 5 | -1 | -3 | -1.3
OC(CNC1Cc2ccccc2C1)c1ccccc1 (configuration not stated) | 90 | -2 | 2 | -7 | 9 | 0.0 | -1 | -1 | 36 | 3.1
Cc1ccccc1CNC(=O)c1csc([C@@H]2O[C@H](CO)[C@@H](O)[C@H]2O)n1 | 96 | -2 | nt | -6 | 0 | -0.4 | 6 | -2 | 2 | 2.0
CCOC(=O)c1cc2sccc2n1CC(=O)C(C)(C)C | 99 | -3 | -6 | 2 | 1 | 0.6 | 6 | -2 | 4 | 1.6
O=C(O)CCn1c(=O)n(CCC(=O)O)c(=O)n(CCC(=O)O)c1=O | 93 | 1 | 1 | 2 | -4 | 0.2 | 29* | -1 | 1 | -3.0
O=C1N(Cc2ccccc2)c2ccc(Cl)cc2C12OCCO2 | 98 | -2 | 3 | 5 | -11 | 0.1 | 5 | 3 | -2 | 0.1
O=c1[nH]c(SCc2cccc(F)c2)nc2c1CCCC2 | 87 | 1 | 2 | -6 | -3 | 0.0 | 7 | -3 | 3 | 1.6
CCCn1nnnc1NCc1ccc(OC)cc1OC | 100 | 3 | -11 | -19 | 0 | 0.2 | 10 | 3 | 7 | 0.0
COc1ccc(S(=O)(=O)N2CCN(c3ccccc3)CC2)cc1C(=O)N1CCCC1 | 97 | 1 | 1 | 2 | -2 | 0.1 | 3 | -5 | 1 | -3.6
CCCNC(=S)N1CCN(Cc2ccc3c(c2)OCO3)CC1 | 100 | 0 | -3 | -6 | 1 | 0.7 | 20 | 5 | -8 | 0.0
O=C(NCC(c1cccs1)N1CCc2ccccc21)c1ccccc1 (configuration not stated) | 95 | 3 | -4 | -8 | 1 | 0.4 | 1 | -2 | -10 | -1.3
O=C(NCc1ccccc1)c1cc(C2CCCCN2S(=O)(=O)Cc2ccccc2)on1 (configuration not stated) | 98 | -2 | nt | -3 | -3 | 0.5 | 4 | -8 | 3 | -1.0
N[C@@H](Cc1ccccc1)C(=O)N1CCC(C(=O)NCC(=O)Nc2ccc(F)cc2)CC1 | 111 | -1 | -4 | -3 | -4 | -0.2 | 4 | 6 | -3 | 1.7
CCOC(=O)CN(C(=O)CSc1nnc(COc2ccc(OC)cc2)n1C)c1ccccc1 | 133 | -1 | -10 | 1 | -1 | 0.1 | 17 | 7 | -3 | 0.5
COc1cccc(N(C(=O)c2snc(C(N)=O)c2N)C(C(=O)NCC2CCCO2)c2ccc3ncccc3c2)c1 (configuration not stated) | 93 | 0 | 8 | 0 | 1 | 0.2 | 2 | -2 | -1 | -0.7
COc1ccc(C(C(=O)NC2CCCC2)N(CCO)C(=O)Cn2nnc(-c3ccc(C)o3)n2)cc1OC (configuration not stated) | 94 | 3 | 2 | -5 | -4 | -0.1 | -8 | 5 | -9 | -0.5
COc1ccc(-c2cc(C(=O)n3cnc4ccccc43)c3ccccc3n2)cc1 | 95 | 3 | -2 | 0 | -2 | -0.6 | 0 | -1 | 9 | -1.6
NS(=O)(=O)c1ccc(NC(=O)CSc2n[nH]c(=O)n2C2CC2)cc1 | 100 | 4 | -1 | -4 | -7 | -0.1 | 15 | -4 | 1 | 0.0
Cc1c(NC(C)c2cc(Cl)ccc2O)c(=O)n(-c2ccccc2)n1C (configuration not stated) | 101 | -1 | -1 | -8 | -4 | 0.3 | 6 | 7 | -10 | -0.5
CCn1c(SCC(=O)NC2CC2)nc2ccccc21 | 97 | 4 | 2 | -9 | -2 | -0.2 | 2 | -1 | 3 | 0.0
O=C(NCc1ccccc1)C1CC2CCCC(C1)C2=O (configuration not stated) | 92 | -1 | 1 | -4 | 0 | 0.7 | -3 | -3 | 3 | -3.1
O=C1c2ccccc2C(Nc2ccc3c(c2)OCCO3)N1Cc1ccco1 (configuration not stated) | 98 | -5 | -7 | 4 | 4 | 0.0 | 13 | -5 | -9 | -1.3
O=C(Nc1cc(Cl)ccc1O)c1cc2n(n1)C(C(F)(F)F)CC(c1ccc3c(c1)OCO3)N2 (configuration not stated) | 82 | -6 | -1 | -3 | -1 | 0.4 | 13 | -1 | -12 | 4.2
Cc1ccc(CNC(=O)C(C)C2Sc3ccccc3NC2=O)cc1 (configuration not stated) | 98 | -2 | 4 | 1 | -11 | -0.1 | 2 | -4 | -3 | -2.6
C=C1c2cc(OC)ccc2NC(=O)N1CC | 107 | 6 | -10 | -14 | -2 | 0.0 | 2 | 1 | 0 | -0.8
CC1(C)C2CCC1(CS(=O)(=O)Nc1ccccc1)C(=O)C2 (configuration not stated) | 86 | 3 | -5 | -9 | 8 | -0.1 | 4 | 4 | -3 | -2.4
Cc1onc(-c2ccccc2)c1C(=O)OCC(=O)Nc1cccc(Cl)c1 | 102 | -5 | -8 | 7 | 7 | 0.3 | -1 | -6 | -3 | 0.9
Cc1sc2ncnc(N3CCC(C(=O)Nc4cc(Cl)ccc4Cl)CC3)c2c1C | 99 | 1 | 4 | -4 | 17 | 4.7 | 4 | -2 | 5 | -1.6
COc1cc(CN2CCN(CCc3ccccc3)C(CCO)C2)cc(OC)c1 (configuration not stated) | 95 | 3 | -5 | -2 | 42 | 0.2 | 3 | -4 | 7 | -0.2
CCN1CCN(C(=O)c2ccc(OC3CCN(CCc4ccccc4)CC3)cc2)[C@@H](C)C1=O | 100 | 2 | -3 | -15 | -2 | 0.0 | 1 | 2 | nt | -2.0

Five entries out of the list above, ordered by the value under Glyco luc inh, highest first.
structure	ABCB6 inh 2	Glyco luc inh	TLR9-MyD88 inh	NOD2-RIPK2 inh	Granule exo inh	aDG glyco act	MC4R antag cAMP	ABHD5-PLIN5 inh	Vif inh	MC4R barr agon
CCN1CCN(C(=O)c2ccc(OC3CCN(CCc4ccccc4)CC3)cc2)[C@@H](C)C1=O	100	2	-3	-15	-2	0.0	1	2	nt	-2.0
O=c1[nH]c(SCc2cccc(F)c2)nc2c1CCCC2	87	1	2	-6	-3	0.0	7	-3	3	1.6
Cc1ccc(-c2nnn(CC(=O)N(CC(=O)NC3CCCCC3)c3cccc(F)c3)n2)o1	88	0	1	-8	-4	0.0	5	-1	-3	-1.3
c1ccc2c(c1)CCN(C1=Nc3cccc4cccc1c34)C2	i	-1	13	9	1	2.6	-11	4	-1	-3.1
OC(CNC1Cc2ccccc2C1)c1ccccc1 (configuration not stated)	90	-2	2	-7	9	0.0	-1	-1	36	3.1

The results go on:
SMILES | ABCB6 inh 2 | Glyco luc inh | TLR9-MyD88 inh | NOD2-RIPK2 inh | Granule exo inh | aDG glyco act | MC4R antag cAMP | ABHD5-PLIN5 inh | Vif inh | MC4R barr agon
CCCc1nc(SCC(=O)N2CCN(c3ccccc3)CC2)c2c(=O)n(C)c(=O)n(C)c2n1 | 96 | -4 | -9 | -11 | -4 | -0.4 | 12 | 4 | -1 | -0.4
CCOC(=O)Cc1c(C)c2c(O)cc(O)cc2oc1=O | 113 | -1 | 2 | -2 | -2 | 0.0 | 6 | -8 | -15 | 1.4
CCOC(=O)C1=C(COC(=O)CC(C)c2ccccc2)NC(=O)NC1C (configuration not stated) | 98 | 0 | -1 | 1 | -1 | 0.2 | 2 | -3 | 16 | -4.1
Cn1c(=O)[nH]c(=O)c2c1nc(Br)n2CC(O)c1ccccc1 (configuration not stated) | 92 | 6 | -9 | 2 | -2 | -0.2 | 6 | 0 | -5 | -1.1
COC(=O)c1cc(OC)c(OC)cc1NC(=O)Cc1cccs1 | 98 | -1 | 7 | -3 | 0 | 0.5 | -11 | 3 | -9 | -1.5
CC(=O)Nc1cc(-c2ccccc2F)cn2c(-c3ccccc3)cnc12 | 103 | 1 | nt | -1 | 79* | 0.0 | 10 | 7 | 11 | 8.3*
COc1ccc(CNC(=O)C/C(C)=N/NC(=O)COc2ccc(C)cc2Br)cc1 | 104 | 16 | 5 | -5 | 8 | -0.1 | -16 | -9 | -6 | 0.3
Cn1c(=O)c2ncn(CC(=O)Nc3cc(C(F)(F)F)ccc3N3CCOCC3)c2n(C)c1=O | 93 | 3 | 9 | 5 | 1 | -0.1 | 13 | 2 | -3 | 0.0
